DNMT1 block: inhibitors of human DNMT1. inhibition (reported as % activation of signal), % at 10 µM. hit rate 0.83% among 360,000. DNMT1 molecular beacon, Hinp1I cleavage, fluorescence. AID 588458; in the data active = inhibition above about 50%
NadD inh: NadD (S. aureus) enzyme inhibition; hit rate 0.78% among 360,000; AID 602399; inhibition, % at 20 µM; purified NadD enzyme, colorimetric absorbance read-out; in the data active = inhibition above about 26%; also: some compounds past the cut are filed as inactive
SUMO1 PPI mod: modulators of human SUMO1-mediated protein-protein interactions. P63165. SUMO1 binding to a labelled peptide, TR-FRET, 1 h. inhibition, % at 20 µM. hit rate 0.33% among 360,000. AID 602429; in the data active = inhibition above about 37%
Target sequence (P63165 whole entry, looked up): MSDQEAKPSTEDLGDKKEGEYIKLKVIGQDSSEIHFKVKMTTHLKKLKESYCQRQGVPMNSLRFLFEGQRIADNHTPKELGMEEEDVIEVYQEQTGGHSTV
LMPTP block: LMPTP (human) inhibition; recombinant LMPTP-A, OMFP fluorogenic substrate, fluorescence intensity; inhibition, % at 20 µM; hit rate 0.22% among 360,000;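 active = compounds that cut the enzyme signal by at least half of the control window in the single-dose screen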;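 also: plate controls were DMSO wells with enzyme plus substrate for no effect and substrate without enzyme for full effect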
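Buffer or medium: Bis-Tris pH 6.0, DTT, detergent; Assay system: LMPTP-A enzyme; Quantity: 0.625 nM enzyme; Detection: endpoint fluorescence intensity; Times: 50 min dark incubation at room temperature; Controls: substrate-only low control, DMSO enzyme-plus-substrate high control; Doses: single 20 µM dose; Read-out: percent inhibition versus substrate-only and uninhibited controls; Reagent: 400 µM OMFP.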
Neddyl block: inhibitors of human cullin neddylation | calls only at 25 µM | TR-FRET cullin neddylation, biochemical | P61081+Q13564 | hit rate 0.58% among 360,000 | AID 651699; in the data active = inhibition above about 36%
Target sequence (P61081 whole entry, looked up): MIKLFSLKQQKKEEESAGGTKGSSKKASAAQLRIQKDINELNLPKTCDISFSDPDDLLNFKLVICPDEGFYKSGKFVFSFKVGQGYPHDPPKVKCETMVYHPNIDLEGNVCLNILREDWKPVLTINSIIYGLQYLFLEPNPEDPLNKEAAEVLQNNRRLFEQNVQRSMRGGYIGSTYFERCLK
Target sequence (Q13564 whole entry, looked up): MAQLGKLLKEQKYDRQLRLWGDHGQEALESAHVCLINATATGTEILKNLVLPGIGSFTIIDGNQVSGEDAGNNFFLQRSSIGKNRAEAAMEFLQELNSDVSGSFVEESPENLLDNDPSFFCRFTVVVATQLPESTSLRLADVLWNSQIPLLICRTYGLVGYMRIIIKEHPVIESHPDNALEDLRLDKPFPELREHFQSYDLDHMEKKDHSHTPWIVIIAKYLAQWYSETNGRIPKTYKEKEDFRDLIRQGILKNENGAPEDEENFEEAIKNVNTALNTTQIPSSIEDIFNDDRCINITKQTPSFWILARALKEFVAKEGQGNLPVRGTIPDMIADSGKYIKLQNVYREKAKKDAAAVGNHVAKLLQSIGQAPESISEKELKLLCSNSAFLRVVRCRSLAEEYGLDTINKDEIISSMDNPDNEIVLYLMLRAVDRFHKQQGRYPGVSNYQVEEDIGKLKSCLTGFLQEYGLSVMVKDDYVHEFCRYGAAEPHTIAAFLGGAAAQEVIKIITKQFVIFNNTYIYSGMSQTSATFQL
CendR NRP1 mod: alters CendR peptide binding to human NRP-1. inhibition, % at 25 µM. hit rate 0.85% among 360,000. FAM-RPARPAR peptide binding to NRP-1, fluorescence polarization;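 active = inhibition or corrected inhibition above about 18%, plus a signal ratio from 0.5 to 1.5, limit read from the data, passing the limit was not always enough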; also: strong numbers were not always called active
SKN-1 block: C. elegans SKN-1 inhibition. C. elegans VP596 Pgst-4::GFP/RFP ratio, acrylamide-induced, 24 h. hit rate 0.49% among 360,000. inhibition, % at 21.8 µM. AID 624304;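 active = interference check ratio from 0.5 to 1.5 plus GFP to RFP signal ratio inhibition reaching or exceeding a fixed threshold, cut at about 30% in these data, passing the limit was not always enough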; also: some compounds called inactive have numbers as strong as hits
STEP inh: STEP (human) phosphatase inhibition; P54829; recombinant STEP, OMFP fluorogenic substrate, fluorescence; hit rate 0.25% among 360,000; inhibition, % at 20 µM; AID 588621;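 active = inhibition at 20 µM, scaled per plate between control wells, above about 37%, limit read from the data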;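 also: 0% = DMSO with enzyme and substrate and 100% = substrate only without enzyme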
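System: STEP (striatal-enriched tyrosine phosphatase) enzyme, cell-free; medium: Bis-Tris pH 6.0 buffer with DTT, detergent; dosing: 20 µM, 1% DMSO; times: reaction 20 min, ambient temperature; detection: fluorescence, 480/540 nm; read-out basis: normalized % inhibition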
Scp-1 inhibitor: Scp-1 (human) phosphatase inhibition | Q9GZU7 | Recombinant Scp1, phosphopeptide, malachite green phosphate absorbance | inhibition, % at 20 µM | hit rate 0.88% among 340,000 | AID 493091;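 active = inhibition above about 50% at 20 µM, limit read from the data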;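 also: plate controls were DMSO wells with enzyme for no effect and wells lacking enzyme for full effect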
Target sequence (Q9GZU7 76-261 limits assumed): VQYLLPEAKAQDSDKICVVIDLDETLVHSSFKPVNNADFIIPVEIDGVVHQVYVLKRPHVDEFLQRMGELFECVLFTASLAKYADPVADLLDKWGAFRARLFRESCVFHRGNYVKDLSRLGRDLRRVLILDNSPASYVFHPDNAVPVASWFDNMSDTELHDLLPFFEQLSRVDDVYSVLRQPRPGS
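System: truncated SCP-1 phosphatase (76-261aa); medium: Tris acetate buffer pH 5.5 with MgCl2 and Tween-20; incubation: 45 min room-temperature reaction, 5 min colour, 30 min stabiliser; compound: single 20 µM dose, 1% DMSO; reagent: Phosphorylated 17-residue peptide substrate; read-out: % inhibition at 20 µM; technique: colorimetric free-phosphate detection, absorbance 630 nm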
Tb MetRS inh: blocks T. brucei methionyl-tRNA synthetase activity; purified T. brucei MetRS, ATP depletion, Kinase-Glo luminescence; inhibition, % at 11.9 µM; hit rate 0.4% among 360,000; AID 624268;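 active = inhibition above a per-plate cutoff of the control wells' mean inhibition plus 3 SD, cut at about 5.5% in these data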;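 also: 0% = DMSO wells median and 100% = median of wells with control inhibitor compound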
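assay system = parasite MetRS enzyme | timing = 15 min preincubation, 2 h reaction, all 25 °C | evaluation = percent inhibition relative to median high and low control wells | medium = HEPES buffer containing pyrophosphatase, BSA, spermine, DTT | compound = single dose, 11.9 µM final nominal, 0.9% final DMSO | detection = Kinase-Glo luminescence, ATP depletion format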
Numbers without * were called inactive; i = inactive; . = not tested or not shown.

SMILES | DNMT1 block | NadD inh | SUMO1 PPI mod | LMPTP block | Neddyl block | CendR NRP1 mod | SKN-1 block | STEP inh | Scp-1 inhibitor | Tb MetRS inh
CC1CN(C(=O)c2cc([N+](=O)[O-])cc([N+](=O)[O-])c2)CC(C)O1 (stereo unspecified) | 0 | -2 | -24 | -1.6 | i | -2 | -4 | -3 | 6 | -1.1
O=C(O)c1ccccc1SCc1cn2ccccc2n1 | 4 | 5 | -4 | -4.0 | i | 19 | 16 | 2 | 2 | -1.1
Cn1c(=O)[nH]c(=O)c2c1nc(N1CCCC1)n2CC(O)COc1ccccc1 (stereo unspecified) | -3 | 3 | 0 | -1.6 | i | 2 | -13 | -2 | 30 | -0.5
O=C(Cn1cnc2cc([N+](=O)[O-])ccc2c1=O)NCCc1ccc(F)cc1 | -7 | 1 | -18 | -0.7 | i | -1 | 0 | -1 | 2 | 0.1
COc1cc(C#Cc2c(-c3cncn3C)n(C)c3ccc(-c4ccc5cc[nH]c5c4)cc23)cc(OC)c1 | -35 | 39* | 1 | 7.9 | . | 7 | 15 | 0 | 1 | -0.4
CCN(CC(=O)Nc1ccc(C(=O)OC)cc1)Cc1ccccc1 | 0 | -3 | -1 | -0.9 | i | -7 | 2 | -2 | -1 | -1.3
COc1ccc(NC(=O)N2CCn3c2nc2ccccc23)cc1 | -1 | 2 | -4 | 0.3 | i | -4 | 10 | 1 | -5 | -0.2
CCCCNC(=S)Nc1ccc2[nH]c(=O)[nH]c2c1 | -2 | -4 | 1 | 1.6 | i | -3 | -14 | -1 | -5 | 0.8
O=C(c1cn(-c2ccccc2)nc1-c1ccccc1)N1CCN(c2ccccn2)CC1 | -2 | -2 | -1 | -0.4 | i | 11 | 8 | 0 | -6 | -0.5
C=CCOC(=O)C(C#N)c1nc2ccccc2nc1N1CCC(C(=O)OCC)CC1 (stereo unspecified) | -1 | 0 | -10 | 1.7 | i | -5 | -4 | 2 | -3 | 0.6
CCOc1ccccc1NC(=S)N1CCCc2ccccc21 | -3 | -2 | 1 | -0.5 | i | 0 | -1 | 2 | -12 | -0.4
Cc1nc2c3ccccc3nc(NNC(=O)CCC(=O)NC(C)C)n2n1 | 3 | -1 | 3 | -1.0 | i | 13 | 5 | 1 | -5 | -0.7
Cc1c(NC(=O)C(C)OC(=O)COc2ccc(C#N)cc2)c(=O)n(-c2ccccc2)n1C (stereo unspecified) | 0 | 0 | 6 | -1.3 | i | -4 | -2 | 2 | -4 | 0.0
COc1cc(C)ccc1OCc1cc(C(=O)N2CCCCCCC2)no1 | -1 | -2 | -5 | 1.9 | i | 12 | 17 | -1 | -5 | -0.5
O=C(COC(=O)c1ccc(O)cc1)Nc1nccs1 | -2 | 4 | 2 | 0.3 | i | -4 | 2 | 4 | -1 | -0.3
CCOC(=O)c1cc(S(=O)(=O)N(C)Cc2ccccc2)cn1C | 0 | -4 | 4 | 0.5 | i | 1 | 19 | -1 | -10 | 0.1
CCCc1cc(=O)[nH]c2nnc(SCC(=O)Nc3ccc(NC(C)=O)cc3)n12 | 2 | -2 | 17 | 0.3 | i | -4 | 17 | -1 | 24 | -0.3
COc1ccccc1NC1=C(N2CCCCC2)C(=O)c2ccccc2C1=O | -3 | -1 | -3 | 2.9 | i | -25 | 7 | 4 | -5 | 0.3
CC(C)C[C@@H](CO)N1CCN(Cc2ccccc2)CCC1=O | 5 | -9 | -2 | -0.8 | i | 14 | 8 | -3 | -3 | 0.2
Cc1nc2ccc(S(=O)(=O)NCC(=O)N(C)Cc3ccccc3)cc2s1 | 0 | 0 | -2 | 0.2 | i | 26* | 11 | 0 | 2 | -0.6
O=[N+]([O-])c1ccccc1S(=O)(=O)N1CCN(Cc2cc3c(cc2O)OCO3)CC1 | -5 | -9 | -4 | 2.0 | i | -7 | 6 | -4 | -3 | -0.2
O=C(COC(=O)c1ccccc1F)Nc1cc(S(=O)(=O)N2CCOCC2)ccc1N1CCCC1 | 1 | 5 | 0 | -1.2 | i | 4 | -3 | -4 | -4 | -0.3
NC(=O)c1ccc(NC(=O)COc2ccc([N+](=O)[O-])cc2Cl)cc1 | -5 | -3 | -16 | 0.5 | i | 6 | 4 | -1 | -6 | 2.1
Cc1ccc(CNC(=O)Cn2cccc2)cc1 | -1 | -8 | 0 | -0.9 | i | -3 | 1 | 3 | -4 | -0.3
O=C(Nc1ccccc1)C1CCN(S(=O)(=O)c2ccc3c(c2)OCCO3)CC1 | -4 | -3 | 2 | 0.4 | i | -4 | 7 | 1 | -9 | 0.5
SMILES | DNMT1 block | NadD inh | SUMO1 PPI mod | LMPTP block | Neddyl block | CendR NRP1 mod | SKN-1 block | STEP inh | Scp-1 inhibitor | Tb MetRS inh
COc1ccccc1C(=O)Nc1nnc(-c2ccc(Cl)cc2)o1 | 0 | 9 | 4 | -0.9 | i | -4 | 13 | 1 | -12 | 0.7
Cc1ccc(C(=O)CNc2cccc([N+](=O)[O-])c2)cc1 | -2 | -1 | -4 | 2.5 | i | 0 | 1 | 0 | -7 | -1.1
CCN1C(=O)CC(N2CCC(Nc3ccc(OC)cc3)CC2)C1=O (stereo unspecified) | -1 | -1 | 0 | -2.0 | i | 8 | 8 | 4 | -6 | -1.2
CC(C)CN(C(=O)COC(=O)CCCc1nc2ccccc2s1)c1c(N)n(Cc2ccccc2)c(=O)[nH]c1=O | -1 | 2 | -1 | -0.5 | i | -3 | 13 | 0 | -1 | -0.1
COc1cc(C(=O)Nc2nc3ccc4nc(C)sc4c3s2)cc(OC)c1OC | -5 | -10 | 11 | -1.0 | . | -7 | -2 | -2 | 3 | -1.6
CCC(c1ccccc1)C(CC)c1cc(O)c(O)c(O)c1 (stereo unspecified) | -2 | 24 | 6 | 2.7 | i | 9 | 12 | 1 | -5 | -0.2
CCN(CC)CCn1c2ccc(F)cc2c2nc(C)sc21 | 15 | 1 | 0 | -2.2 | i | 8 | -8 | -2 | -6 | -0.5
C=CCCCCCCCCc1nc(SCC(C)=O)n[nH]1 | 3 | -1 | 2 | 0.7 | i | -18 | -14 | 1 | -2 | -0.2
Cc1sc(NC(=O)C2CCCCC2)c(C#N)c1-c1ccccc1 | -3 | -5 | -1 | 1.5 | i | -11 | -7 | 0 | -3 | -1.9
COC(=O)C(=O)C/C(=N/Nc1ncnc2ccccc12)c1ccc(Cl)cc1 | 1 | 1 | -9 | 0.3 | i | -9 | 9 | 3 | 12 | -0.8
C#CCOCCOCCOCCNc1nc(N2CCN(C(=O)CCCCCCCCCCNC(=O)Cn3cc(CCCCCN)nn3)CC2)nc(N2CCN(C(=O)CCCCCCCCCCNC(=O)[C@@H](CCC(=O)O)n3cc(CCCCCN)nn3)CC2)n1 | -58 | 10 | -151 | -7.2 | i | 21* | 6 | 2 | 14 | -0.4
Cc1ccn2c(=O)c(C(=O)NCCN3CCOCC3)c(O)nc2c1 | 0 | -5 | 1 | -1.7 | i | 0 | 1 | 3 | -3 | -0.2
O=C(NCc1ccccc1)c1ccc(-c2ccc(F)cc2)o1 | -9 | -11 | -6 | 0.6 | i | -5 | 26 | 1 | -11 | -0.6
c1ccc(CCCNCC2COc3ccccc3O2)cc1 (stereo unspecified) | 2 | 1 | -4 | 0.4 | i | 4 | -7 | -3 | -8 | -0.4
O=c1[nH][nH]c(=O)c2cc(N3CCCC3)ccc12 | 0 | -3 | 10 | 0.6 | . | -8 | -8 | 0 | 5 | 0.3
COc1ccc(-c2nnn(CC(=O)NC(=O)NC3CCCCC3)n2)cc1OC | -1 | -1 | 1 | 1.3 | i | -6 | -4 | -4 | -1 | -0.2
O=C(N/N=C/c1ccc([N+](=O)[O-])o1)c1cccc(S(=O)(=O)N2CCOCC2)c1 | -7 | 3 | 1 | -0.6 | i | -4 | 6 | -3 | -2 | -0.3
COCCNC(=O)CSc1nc2ccccc2c(=O)n1CC1CCCO1 (stereo unspecified) | 3 | 3 | -1 | -0.3 | i | -8 | 11 | -3 | 0 | -0.5
O=C(COC(=O)C1(c2ccc(F)cc2)CCCC1)N1CCN(C(=O)c2ccco2)CC1 | 1 | -4 | -4 | -1.2 | i | 3 | -8 | -3 | -6 | 0.1
Cc1ccccc1CSc1nnc(-c2ccccn2)n1C | 4 | 7 | -1 | 0.2 | i | 10 | 3 | 0 | -4 | 0.2
CSc1ncccc1C(=O)Nc1cccc(S(=O)(=O)N2CCCC2)c1 | 1 | -2 | 0 | -0.9 | i | -6 | 9 | -2 | -5 | -0.4
Nc1ccc(-c2cc(-c3cccc(N)c3)nc(-c3ccccc3)n2)cc1 | -25 | 0 | 0 | 0.8 | . | -25 | -2 | -1 | 1 | -0.1
COc1ccc(S(=O)(=O)NCC(=O)N(CC(=O)NCc2ccccc2)Cc2ccco2)cc1 | 1 | -7 | -5 | -1.6 | i | 2 | 2 | 1 | -2 | -0.8
COc1ccc(-c2cc(C(=O)N(C)Cc3nc4ccccc4c(=O)[nH]3)c3ccccc3n2)cc1OC | -1 | 8 | -8 | 1.2 | . | 2 | 4 | -2 | -12 | -0.1
O=C1/C(=C/c2ccc(Br)cc2)Oc2cc(O)ccc21 | 4 | -5 | -20 | 1.7 | i | -123 | 3 | 9 | -10 | 0.1
SMILES | DNMT1 block | NadD inh | SUMO1 PPI mod | LMPTP block | Neddyl block | CendR NRP1 mod | SKN-1 block | STEP inh | Scp-1 inhibitor | Tb MetRS inh
Cc1nc2ncc(Br)cc2[nH]1 | -6 | -1 | -5 | -1.1 | i | -11 | -22 | -3 | -3 | 0.1
CCOc1ccc(C(=O)NCC(=O)OCCCC(=O)c2ccc(F)cc2)cc1OCC | -8 | 2 | 2 | 0.6 | i | -5 | -9 | 0 | -8 | -0.4
O=C(COc1ncnc2sccc12)Nc1cccc(S(=O)(=O)N2CCOCC2)c1 | -5 | 0 | 6 | 0.5 | i | 7 | -21 | 2 | -4 | 0.3
CC(C)(Oc1ccc(Cl)cc1)C(=O)NC1CC1 | 0 | 1 | 5 | -1.0 | i | -8 | 7 | -1 | -3 | -0.6
Cc1ccc(C2CC(=O)Nc3cc4c(cc32)OCCO4)s1 (stereo unspecified) | 2 | 2 | -6 | -0.4 | i | -1 | 8 | 2 | -5 | -0.3
O=C(Cc1ccc(Cl)c(Cl)c1)Nc1ccc2[nH]c(=O)[nH]c2c1 | 9 | -3 | -2 | -0.8 | i | -6 | 0 | 0 | -9 | -0.8

Grouped by structure, the entries above with bromine.
SMILES | DNMT1 block | NadD inh | SUMO1 PPI mod | LMPTP block | Neddyl block | CendR NRP1 mod | SKN-1 block | STEP inh | Scp-1 inhibitor | Tb MetRS inh
O=C1/C(=C/c2ccc(Br)cc2)Oc2cc(O)ccc21 | 4 | -5 | -20 | 1.7 | i | -123 | 3 | 9 | -10 | 0.1
Cc1nc2ncc(Br)cc2[nH]1 | -6 | -1 | -5 | -1.1 | i | -11 | -22 | -3 | -3 | 0.1

Outcome played no part in choosing rows; 4.6% or so of the library scored in one or more.
